S1P3 ag: S1P3 (human) receptor agonism | S1P3 NFAT-BLA reporter cells, FRET ratio; relative to 1 µM S1P, basal subtracted | actives 0.1% (n = 60,000) | activation, % at 4.5 µM | AID 373;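 active means activation above the screen-wide mean plus 3 SD, cut at about 4.5% in these data, passing the limit was not always enough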; further: some compounds called inactive have numbers as strong as hits
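Assay system: stable CHO line with human S1P3, Gα16, NFAT-BLA reporter; Detection: FRET β-lactamase substrate fluorescence, excitation 405 nm, 460/535 nm emission ratio, background-subtracted; Read-out: percent activation versus median 1 µM S1P response, basal-subtracted, per plate; Incubation: cells plated overnight, compound 4 h 37 °C, substrate 2 h RT.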
Fluor 339 460: intrinsic fluorescence of library compounds, ex339/em460 – biochemical, MLSMR library, data from DPM-DC assay, artefact control, profiling panel; fluorescence fold increase at 10 µM; compound autofluorescence, ex339/em460 nm, NADH buffer; stronger effect = higher value; 1 = no-compound wells, NADH background; AID 709; actives 5.5% (n = 65,000);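 active means at 10 µM, mean starting fluorescence two-fold or more over control wells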;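 further: signal is the first read of a kinetic run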
Abs 340nm: absorbance at 340 nm | compound absorbance at 340 nm, fold over control | 65,000 tested, under 10 active | AID 708 | fold change at 10 µM;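 active means at 10 µM dose, initial 340 nm absorbance at least 2 fold that of control wells; inactive means change under 2 fold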;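 further: initial absorbance extrapolated from kinetic A340 decline of NADH oxidation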
S1P1 ag pot: activates or potentiates agonism at human S1P1 receptor | S1P1 CRE-bla cells, forskolin, beta-lactamase FRET, potentiator mode; S1P1 agonist co-added at EC20, 2 nM; 100% = saturating reference agonist, 0% = basal | activation, % at 9.5 µM | actives 0.57% (n = 56,000);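 active means activation above a cutoff set at the mean activation of all tested compounds plus 3 SD, cut at about 54% in these data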;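 further: forskolin at 4 µM as EC80 and the EC20 agonist is SEW2871; 100% = SEW2871 at its EC100 plus forskolin at EC80; some compounds past the cut are filed as inactive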
Her2 expr inh: Her2 kinase expression inhibition; SKBR-3 HER2 protein level, AlphaScreen, 18-24 h; stronger effect = lower value; HER2 level % of control, % at 10 µM; actives 0.69% (n = 65,000); AID 645;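 active means HER2 level under 5% of the carrier-only control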;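 further: 100% = DMSO carrier and 0% = 500 nM PU-H71 HSP90 inhibitor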
MMP13 inh: inhibitors of human MMP13 | P45452 | MMP-13 fTHP FRET cleavage, Mca fluorescence | inhibition, % at 4 µM | actives 0.07% (n = 65,000);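 active means inhibition above the mean of compound-free control plate wells plus 3 SD, cut at about 14% in these data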;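 further: 0% = DMSO wells and 100% = wells with reference MMP-13 inhibitor after basal subtraction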
HTR1E agonist: 5-HT1E (human) receptor agonism | P28566 | CHO 5-HT1E Ga15 NFAT-bla reporter, FRET; 0% DMSO wells, 100% control agonist wells | activation, % at 6 µM | actives 0.69% (n = 65,000) | AID 574;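 active means activation above a set limit, the screen-wide mean activation plus 3 SD, cut at about 8.5% in these data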;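 further: 100% = positive control agonist at 1 µM giving full maximal response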
Target sequence (P28566 whole entry, looked up): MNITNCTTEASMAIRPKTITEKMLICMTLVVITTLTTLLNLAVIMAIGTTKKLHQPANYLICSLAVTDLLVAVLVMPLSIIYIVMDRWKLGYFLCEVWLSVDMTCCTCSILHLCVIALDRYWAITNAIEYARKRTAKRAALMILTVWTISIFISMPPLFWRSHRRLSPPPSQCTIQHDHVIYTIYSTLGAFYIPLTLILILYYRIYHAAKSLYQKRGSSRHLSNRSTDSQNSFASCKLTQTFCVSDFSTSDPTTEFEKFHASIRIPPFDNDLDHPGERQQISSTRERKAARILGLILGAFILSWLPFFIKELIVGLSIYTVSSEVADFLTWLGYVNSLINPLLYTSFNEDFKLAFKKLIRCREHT
5HT1E antag: blocks the human 5-HT1E serotonin receptor; CHO 5-HT1E Ga15 NFAT-bla reporter, FRET, antagonist; inhibition, % at 6 µM; actives 0.99% (n = 65,000); AID 571;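 active means inhibition above a set limit, the mean inhibition across every tested compound plus 3 SD, cut at about 29% in these data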;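 further: signal is the 460 over 535 nm emission ratio of beta-lactamase substrate; 0% = agonist plus DMSO wells and 100% = wells without agonist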
5HT1a antag: antagonists of human 5-HT1a serotonin receptor | P08908 | CHO 5-HT1a Ga15 NFAT-bla reporter, antagonist mode | inhibition, % at 10 µM | actives 0.68% (n = 62,000) | AID 612;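 active means inhibition above the mean of all tested compounds plus 3 SD, cut at about 43% in these data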;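 further: receptor stimulated by 5-CT agonist at 100 nM near EC80; beta-lactamase reporter measured by ratiometric fluorescence of a cleavable substrate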
Active calls of the source: *; / = not tested or not shown.

#	Compound	S1P3 ag	Fluor 339 460	Abs 340nm	S1P1 ag pot	Her2 expr inh	MMP13 inh	HTR1E agonist	5HT1E antag	5HT1a antag
1	Cc1cc(C)c(C)c(OCC(=O)NCC2CCCO2)c1 (configuration not stated)	-0.6	1	0.99	/	101	2	1.2	-3	-10
2	Cc1cc2cc(CN(C(=O)C3CC3)C3CCCC3)c3nnnn3c2cc1C	0.3	1	1	-4	70	2	-0.5	-2	-6
3	C=CCc1cccc(/C=N/c2ncccc2O)c1O	-1.1	1.1	1.1	-18	74	0	0.3	-7	1
4	O=C(NCc1ccc2c(c1)OCO2)c1ccc2c(c1)C(=O)N(Cc1cccnc1)C2=O	-1.5	1.1	1	2	99	3	0.4	0	2
5	Cc1nc2c(-c3ccccc3)c(C)nn2c(C)c1CCC(=O)NCc1ccco1	-0.2	1	0.99	-16	88	5	0.4	12	-7
6	C=CCn1c(=O)[nH]c2cc(C(=O)N3CCN(c4ccc(C(C)=O)cc4)CC3)ccc2c1=O	/	1.1	1.1	/	111	9	0.7	5	-3
7	COc1ccc(-c2nnc(SCC(=O)N3CCCCC3)o2)c(OC)c1	0.7	1	1	-11	107	-1	0.6	1	-9
8	O=C(O)CC(C(=O)OCC1CCCO1)N1CCOCC1 (configuration not stated)	-5.5	1.1	1	8	90	-1	-0.7	10	/
9	COc1cc(C2c3c(oc4ccccc4c3=O)C(=O)N2Cc2cccnc2)cc(OC)c1OC (configuration not stated)	-1.4	1.1	1.1	-8	77	-5	-0.3	-7	12
10	Cn1c(SCC(=O)NC2CCCC2)nc2cccnc21	-0.6	1.1	0.99	-17	91	-3	0.7	-9	-6
11	O=C(NCc1ccncc1)C(F)(F)C(F)(F)C(=O)NCc1ccncc1	0.0	1.1	1	-12	107	3	-0.2	-13	-17
12	CC1CCCCC1NC(=O)CSc1nnc(CN2CCOCC2)n1C (configuration not stated)	0.1	1	1	-19	86	2	-0.3	-5	-16
13	CC(C)OC(=O)CSc1nnc(-c2ccc(C(C)(C)C)cc2)n1N	-1.5	1	0.98	4	93	6	-0.5	-1	-1
14	OCCSc1c(F)c(SCCO)c(SCCO)c(F)c1SCCO	-0.4	1.1	1.1	8	102	5	-0.2	-5	1
15	COc1ccccc1C1SCCN1S(=O)(=O)c1cccc(C(F)(F)F)c1 (configuration not stated)	-1.8	1.1	1	4	97	4	-1.2	13	22
16	CC(C)c1ccc(S(=O)(=O)N2CCN(CC(=O)Nc3ccc4c(c3)OCO4)CC2)cc1	0.3	1.1	0.98	-20	79	3	-0.2	2	-32
17	O=C(c1cc2nc(-c3ccc(F)cc3)cc(C(F)(F)F)n2n1)N1CCOCC1	0.6	1.5	1.1	-27	92	-5	-0.7	-3	-8
18	Cc1nn(C)c(C)c1S(=O)(=O)NC1CCCC1	-0.9	1.1	1	-25	88	-5	0.1	0	-8
19	COc1ccc(NC(=O)COc2nc(N(C)C)nc(N(C)C)n2)cc1	0.0	1.1	1.1	-18	95	3	-0.5	-19	-4
20	NC(=O)CN1C(=O)C(O)(CC(=O)c2ccccc2O)c2ccccc21 (configuration not stated)	-0.9	1	0.98	0	100	-1	-0.1	1	-10
21	Cc1cc(C)c2cc(CN(CCO)C(c3nnnn3Cc3ccc(F)cc3)C(C)C)c(=O)[nH]c2c1 (configuration not stated)	-1.0	1.3	1.1	11	82	-5	-0.2	1	9
22	CN1CCN(CC(=O)N2c3ccccc3C(C)(c3ccccc3)CC2(C)C)CC1 (configuration not stated)	-0.3	1	1.1	/	98	-3	1.3	-12	4
23	CN(C)S(=O)(=O)N1CCN(c2cccc(Cl)c2)CC1	-0.8	1	0.99	-4	99	-10	2.9	14	4
24	Cc1cccc(OCCC(=O)OCC(=O)N2CCc3ccccc32)c1	0.3	1.1	0.98	-3	112	-4	0.1	-3	-6
25	COc1ccccc1N1CCN(C2CCN(C(=O)c3cccs3)CC2)CC1	-6.3	1	1	11	113	-4	0.1	-7	/
26	COc1ccc2c(c1)c(C(=O)CN1CCC3(CC1)OCCO3)c(C)n2C	-0.9	1.1	1.1	-12	96	2	-0.8	6	11

Values in list order from the entries so far.
HTR1E agonist, nos. 18–21: 0.1, -0.5, -0.1, -0.2

As entered above:
Cc1cccc(OCCC(=O)OCC(=O)N2CCc3ccccc32)c1 in 5HT1E antag → -3
O=C(NCc1ccncc1)C(F)(F)C(F)(F)C(=O)NCc1ccncc1 in MMP13 inh → 3
C=CCc1cccc(/C=N/c2ncccc2O)c1O in HTR1E agonist → 0.3
NC(=O)CN1C(=O)C(O)(CC(=O)c2ccccc2O)c2ccccc21 (configuration not stated) in HTR1E agonist → -0.1

2 entries from above in a different format.
23) CN(C)S(=O)(=O)N1CCN(c2cccc(Cl)c2)CC1
25) COc1ccccc1N1CCN(C2CCN(C(=O)c3cccs3)CC2)CC1

compound no. | 23 | 25
S1P3 ag | -0.8 | -6.3
Fluor 339 460 | 1 | 1
Abs 340nm | 0.99 | 1
S1P1 ag pot | -4 | 11
Her2 expr inh | 99 | 113
MMP13 inh | -10 | -4
HTR1E agonist | 2.9 | 0.1
5HT1E antag | 14 | -7
5HT1a antag | 4 | /

An excerpt from above in order of length of the SMILES, smallest number first.
#	Compound	S1P3 ag	Fluor 339 460	Abs 340nm	S1P1 ag pot	Her2 expr inh	MMP13 inh	HTR1E agonist	5HT1E antag	5HT1a antag
10	Cn1c(SCC(=O)NC2CCCC2)nc2cccnc21	-0.6	1.1	0.99	-17	91	-3	0.7	-9	-6
1	Cc1cc(C)c(C)c(OCC(=O)NCC2CCCO2)c1 (configuration not stated)	-0.6	1	0.99	/	101	2	1.2	-3	-10
15	COc1ccccc1C1SCCN1S(=O)(=O)c1cccc(C(F)(F)F)c1 (configuration not stated)	-1.8	1.1	1	4	97	4	-1.2	13	22
16	CC(C)c1ccc(S(=O)(=O)N2CCN(CC(=O)Nc3ccc4c(c3)OCO4)CC2)cc1	0.3	1.1	0.98	-20	79	3	-0.2	2	-32

Screens: PubChem BioAssay, several laboratories
